Efa HMGR inh – inhibitors of E. faecalis class II HMGR, primary screen, biochemical, Enterococcus faecalis | HMG-CoA reductase (Enterococcus faecalis, mvaE) | purified E. faecalis HMGR, NADPH absorbance 340 nm kinetic | inhibition, % at 10 µM | 190,000 tested, 0.41% active | AID 1066, 2008;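 active = inhibition above a set limit, the median over all tested compounds plus 3 SD, cut at about 9.5% in these data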;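 note: enzyme runs in reverse so mevalonate oxidation gives rising NADPH absorbance; 0% = complete reaction with DMSO and 100% = background rate lacking mevalonate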
TR-FRET SRC-2 ct – TR-FRET signal artefacts, primary screen, artefact control for PPARgamma SRC-2 agonist project, biochemical | 200,000 tested, 0.4% active | TR-FRET artefact counter-screen; hits give high values | AID 1049, 2008 | TR-FRET ratio at 8 µM; in the data active = TR-FRET ratio above about 2000; note: inactives centre near 1500
PPARg SRC1 recr – PPARgamma agonists recruiting SRC-1 coactivator, primary screen, biochemical. Peroxisome proliferator-activated receptor gamma (Homo sapiens), P37231. PPARgamma-SRC-1 coactivator recruitment biochemical assay. activation, % at 8 µM. 200,000 tested, 0.41% active. AID 631, 2007; in the data active = activation above about 19%;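 note: 0% = DMSO and 100% = reference agonist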
Target sequence (P37231 whole entry, looked up): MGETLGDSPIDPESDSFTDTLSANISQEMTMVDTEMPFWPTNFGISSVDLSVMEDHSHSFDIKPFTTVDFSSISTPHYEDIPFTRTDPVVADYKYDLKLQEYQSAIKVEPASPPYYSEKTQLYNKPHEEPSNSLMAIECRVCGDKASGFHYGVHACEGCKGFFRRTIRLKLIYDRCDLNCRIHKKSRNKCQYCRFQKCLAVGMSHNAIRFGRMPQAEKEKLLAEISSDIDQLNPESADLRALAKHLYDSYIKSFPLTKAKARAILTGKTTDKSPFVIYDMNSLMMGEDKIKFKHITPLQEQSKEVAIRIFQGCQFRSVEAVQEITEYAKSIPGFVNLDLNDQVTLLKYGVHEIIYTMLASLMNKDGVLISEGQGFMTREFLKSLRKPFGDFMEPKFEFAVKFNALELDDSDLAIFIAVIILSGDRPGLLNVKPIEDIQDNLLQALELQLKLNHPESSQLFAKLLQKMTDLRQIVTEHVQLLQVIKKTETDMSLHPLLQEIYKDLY
L major viab – Leishmania major promastigote growth inhibition, primary screen; 200,000 tested, 9% active; inhibition, % at 10 µM; Leishmania major promastigotes, resazurin fluorescence viability; in the data active = inhibition above about 50%;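 note: promastigotes grown with compound for 44 hours at 28 °C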
bIAP inh – bovine intestinal alkaline phosphatase inhibitors, primary screen, selectivity assay for TNAP inhibitor project, biochemical, bovine IAP, CDP-star luminescence | alkaline phosphatase, intestinal [Bos taurus] | purified bovine IAP, 30 min | inhibition, % at 20 µM | 190,000 tested, under 10 active | AID 1019, 2008;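 active = over 50% inhibition of intestinal alkaline phosphatase at 20 µM in the single-dose screen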
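Incubation: 30 min reaction at room temperature / Material: purified bovine intestinal alkaline phosphatase (IAP) enzyme / Input: enzyme at 1/65,000,000 dilution / Dosing: 20 µM single dose / Signal: CDP-star luminescence signal / Reagent: CDP-star chemiluminescent phosphatase substrate, 30 µM final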
ROMK mod – ROMK potassium channel modulators, primary screen, cell-based, thallium flux, MLSMR library; ATP-sensitive inward rectifier potassium channel 1 (Homo sapiens), P48048; Tet-inducible ROMK, thallium flux fluorescence; actives lie on both sides; B-score at 10 µM; 130,000 tested, 2% active;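 active = signal ratio slope over the read window, or its plate-corrected B-score, at least 3 SD from the plate mean, either direction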;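 note: B-score of the F/F0 ratio slope over 7 to 12 s after thallium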
PPARg SRC-2 ag – agonists of PPARg-SRC-2 recruitment, primary screen, biochemical, HTS; 200,000 tested, 0.34% active; PPARgamma LBD-SRC-2 recruitment; Peroxisome proliferator-activated receptor gamma (Homo sapiens), P37231; activation, % at 8 µM; in the data active = activation above about 22%;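 note: 0% = vehicle and 100% = reference agonist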
S1P3 antag – S1P3 receptor antagonists, primary screen, cell-based; Sphingosine 1-phosphate receptor 3 (Homo sapiens), Q99500; CHO S1P3 NFAT-BLA reporter, FRET fluorescence, antagonist mode; inhibition, % at 4.98 µM; 170,000 tested, 0.27% active; AID 485, 2006;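 active = inhibition above the plate cutoff, the mean inhibition of test wells on that plate plus 3 SD, cut at about 28% in these data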;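 note: cells challenged with S1P at its EC80 of 0.8 µM; blue over green emission ratio from cleaved BLA substrate after 4 h stimulation; 0% = S1P-stimulated wells and 100% = unstimulated DMSO-only wells; some compounds past the cut are filed as inactive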
Target sequence (Q99500 whole entry, looked up): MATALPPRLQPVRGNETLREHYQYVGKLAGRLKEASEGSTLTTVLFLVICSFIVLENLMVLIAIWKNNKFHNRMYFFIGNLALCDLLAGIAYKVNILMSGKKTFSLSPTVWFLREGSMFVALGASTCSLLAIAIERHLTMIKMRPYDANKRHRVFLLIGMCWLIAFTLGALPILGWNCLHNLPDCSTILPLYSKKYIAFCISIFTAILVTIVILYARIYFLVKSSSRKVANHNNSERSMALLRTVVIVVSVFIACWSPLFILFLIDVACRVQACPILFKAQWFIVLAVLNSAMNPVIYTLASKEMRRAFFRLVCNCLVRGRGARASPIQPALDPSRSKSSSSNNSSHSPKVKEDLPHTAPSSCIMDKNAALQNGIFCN
RAM network inh – inhibitors of the yeast RAM network, primary screen, dse1pr::URA3 reporter, 5-FOA selection; S. cerevisiae dse1pr::URA3 reporter, 5-FOA growth OD615, 2 d; analog-sensitive cbk1-as2 kinase mutant strain; inhibition, % at 50 µM; 190,000 tested, 1.8% active; AID 868, 2007;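 active = inhibition above a set limit, 3 SD over mean compound inhibition, cut at about 8.4% in these data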;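 note: 0% = DMSO-only wells with no growth and 100% = 10 µM 1-NA-PP1 full growth; inhibition rescues growth on 5-FOA so higher OD means more RAM inhibition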
DTT redox prof – compounds producing H2O2 with reducing agent – biochemical, NIH compound library profiling, artefact control for MLSCN library redox annotation, primary screen; DTT-dependent redox cycling H2O2, phenol red/HRP absorbance; 100% = 100 µM peroxide control, 0% = buffer; 200,000 tested, 0.03% active; activation, % at 10 µM;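 active = activation of at least 50% relative to the plate's high and low controls in the primary single-dose screen; inactive = activation below 50%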;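 note: compound incubated with DTT at 0.8 mM final as the reducing agent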
PPARg SRC3 recr – PPARgamma agonists recruiting SRC-3 coactivator, primary screen, biochemical. Peroxisome proliferator-activated receptor gamma (Homo sapiens), P37231. biochemical PPARgamma/SRC-3 coactivator recruitment assay. activation, % at 8 µM. 200,000 tested, 0.26% active; in the data active = activation above about 23%;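 note: 0% = DMSO and 100% = reference agonist; some compounds past the cut are filed as inactive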
An asterisk follows results filed as active; x = no result given.

The line under a structure holds: PPARg SRC-2 ag	DTT redox prof	RAM network inh	PPARg SRC1 recr	Efa HMGR inh	ROMK mod	bIAP inh	S1P3 antag	L major viab	TR-FRET SRC-2 ct	PPARg SRC3 recr
O=C1Nc2ccccc2/C1=N\N=C\C1=C(N2CCOCC2)C(=C\c2ccccc2)/CC1
  -2	2.3	13*	-6	-1	x	x	x	27	1462	1
O=C(c1ccco1)N1CCN(c2ncnc3scc(-c4cccs4)c23)CC1
  13	-0.4	1.9	6	-9	x	-6	27	4	1617	8
O=C(NCc1ccc2c(c1)OCO2)C1CC(=O)N(C2CCCC2)C1 (stereo not drawn)
  -2	1.7	0.3	8	-1	x	0	-56	-7	1421	-14
O=C1c2ccccc2C(Nc2cccnc2)N1Cc1ccc2c(c1)OCO2 (stereo not drawn)
  2	-2.8	1.3	6	-7	x	14	-1	8	1739	3
CCOc1ccc(NC(=S)NCCCN2CCOCC2)cc1
  -2	-1.1	1.2	-2	-5	x	11	-2	-2	1236	-2
COc1ccc(Nc2oc(COc3ccccc3OC)nc2C#N)cc1
  2	-0.1	4.4	9	1	-0.53	-4	6	6	1421	2
CCCNC(=O)N[C@@H](Cc1ccccc1)C(=O)OC
  4	10	1.2	4	0	x	10	x	-3	1579	4
Cc1ccc(C(=O)NCCNS(=O)(=O)c2ccccc2)cc1
  -3	0.2	0.3	2	-2	x	10	x	-4	1409	9
COc1ccc(CC(CC(=O)O)C(=O)NCc2ccccc2)cc1 (stereo not drawn)
  -5	0.4	1.4	2	-7	0.097	7	-17	-6	1644	3
c1coc(CNc2nc(-c3cccs3)cs2)c1
  10	-0.4	4.6	7	0	0.58	2	4	-4	1534	14
COCCn1c(C)cc(C(=O)COC(=O)c2ccc([N+](=O)[O-])o2)c1C
  -5	0.6	2.2	8	-2	-0.43	-5	-13	75*	1448	3
O=C(CCn1c(=S)[nH]c2ccccc2c1=O)NCCc1ccccc1
  -4	-2.2	-0.5	11	1	-0.4	11	-3	2	1412	0
Cc1ccccc1CSCCNC(=O)Nc1ccccc1
  -5	-0.3	4.9	2	3	x	11	-10	9	1466	2
CC(NC(=O)c1ccco1)C(c1cccs1)N1CCN(c2ccccc2)CC1 (stereo not drawn)
  -8	0.0	-0.1	2	0	x	8	-6	-5	1683	4
Cn1c(=NC(=O)C2=NNC(=O)CC2)sc2ccccc21
  -5	-1.6	0.6	-1	1	-0.29	-16	-20	-8	1522	0
Clc1ccc(-c2noc(CN3CCN(c4ccccc4)CC3)n2)cc1
  4	1.0	1.9	-2	0	x	14	-8	-6	1668	15
O=C(Nc1ccc2c3c(cccc13)CC2)c1ccc(Br)o1
  10	0.4	2.3	6	-10	0.0043	-2	x	3	1554	6
O=C(COC(=O)c1ccccc1C(=O)N1CCN(c2ccccc2)CC1)Nc1ccc(F)cc1
  8	0.2	1.3	5	-3	-1.1	5	x	23	1701	11
O=c1cc(Cc2nnc(SCc3ccccc3)n2-c2ccc(Cl)cc2)[nH]c(=O)[nH]1
  -1	-1.0	0.5	8	-7	-0.62	5	-13	-1	1538	1
CCOc1ccc(NC(=O)C(NC(=O)C2CCC(C)CC2)C(C)C)cc1 (stereo not drawn)
  0	-0.8	5.2	2	-7	0.21	9	3	-2	1605	6
COc1ccccc1-c1nnc2sc(C3CCCCC3)nn12
  1	-0.8	2.6	10	-6	-0.25	2	x	-2	1679	0
CCOc1ccccc1Nc1nnc(SC(C)C(=O)Nc2nc(-c3ccccc3)cs2)s1 (stereo not drawn)
  -2	-0.1	5.7	0	-2	-0.14	-1	-19	18	1523	1
O=C(O)C1CCC(N2C(=O)C3C4CCC(C4)C3C2=O)CC1 (stereo not drawn)
  -3	1.0	-0.7	4	-4	0.4	6	10	-3	1404	-1
COCCNC(=S)N1CCCC(CO)C1 (stereo not drawn)
  8	0.4	1.0	0	-8	x	-28	4	-8	1597	8
C[C@@H](C(=O)Nc1nc(-c2ccccn2)cs1)N1C(=O)C2CCCCC2C1=O (stereo partly drawn)
  -1	0.3	1.1	0	-3	-0.1	-64	x	100*	1471	3
Cc1nn(-c2ccccc2)c(N)c1C(c1ccccc1)c1c(C)nn(-c2ccccc2)c1N
  -1	0.6	0.4	5	-3	x	7	17	10	1484	2
CC(=O)Nc1ccc(S(=O)(=O)N(C)c2ccccc2)cc1
  1	-0.3	0.5	-2	1	x	-1	10	1	1511	-1
CCN(CC)CCn1c(NCc2ccc(OC)cc2)nc2ccccc21
  16	3.2	1.5	-1	1	-0.63	11	20	46	1562	10
CCC(=O)NC(=S)Nc1ccc(NC(=O)c2ccccc2[N+](=O)[O-])cc1
  -4	0.4	3.4	2	2	x	6	13	-1	1585	-2
NC(=O)[C@@H]1CCCN1Cc1nc(-c2cccs2)no1
  7	1.1	0.6	-4	1	1.3	-8	0	-4	1358	-3
CN(CCOc1ccccc1)c1ccc(S(=O)(=O)N2CCCCC2)cn1
  1	-3.5	4.1	0	0	x	7	x	-1	1431	-8
CC1CN(C(=O)COC(=O)c2ccc(NC(=O)CC#N)cc2)CC(C)O1 (stereo not drawn)
  4	-0.2	1.7	6	-1	0.015	-8	-6	0	1683	3
O=C(NCCN1CCOCC1)c1cc(-c2ccc(F)cc2)on1
  5	-1.3	2.0	2	-1	x	6	10	0	1468	8
CC(C)[C@H](NC(=O)c1ccc(Cl)c([N+](=O)[O-])c1)C(=O)NCc1ccc(Cl)cc1Cl
  -8	0.6	2.8	-3	3	1.2	7	-4	53*	1598	4
Cc1nn(-c2ccccc2)c(N2CCCC2)c1/C=N/NC(=O)c1cc(-c2cccs2)nc2ccccc12
  1	0.5	5.0	1	-5	x	15	5	6	1536	4
Cc1ccc(Cl)cc1N1CCN(C(=O)C2(S(=O)(=O)c3ccc(Cl)cc3)CC2)CC1
  3	-1.0	3.8	3	-6	x	1	x	97*	1415	14
CN1CCN(S(=O)(=O)c2ccc(NC(=S)NC(=O)c3ccc(Cl)cc3)cc2)CC1
  6	-3.7	0.0	6	-4	-0.27	22	x	85*	1554	13
CCOC(=O)C1=C(N)OC2=C(C(=O)CC(C)(C)C2)C1C1CCCCC1 (stereo not drawn)
  -6	0.8	1.9	1	-1	-1.3	2	8	3	1409	2
CC(=O)N(Cc1cccnc1)c1cccc(-c2nc3ccccc3s2)c1
  -2	-0.1	0.0	3	1	x	1	-12	100*	1604	-1
CCn1cc(C(=O)O)c(=O)c2cc(F)c(N3CCN(S(=O)(=O)c4ccc(NC(C)=O)cc4)CC3)cc21
  -1	0.5	6.0	0	-2	x	x	-8	-3	1502	0
Cc1ccc2cc(C#N)c(N3CCCN(C(=O)C4CCCO4)CC3)nc2c1 (stereo not drawn)
  1	1.8	0.3	-2	-4	0.89	-4	29	2	1481	-4
COc1ccc(-n2cnc3cc(NCc4ccccn4)ccc32)cc1
  5	2.9	1.6	8	2	x	-1	x	0	1470	6
O=[N+]([O-])c1cc(CN2CCCC2)ccc1Sc1ccc(Cl)cc1
  0	-0.1	1.5	-3	-1	0.094	16	-6	95*	1451	0
CS(=O)(=O)N1CCN(C(=O)c2cc(-c3cccnc3)nc3ccc(Cl)cc23)CC1
  -5	-1.1	1.0	-8	-4	0.25	-27	5	-4	1549	-2
Cn1c(=O)n(C)c(=O)n(CC(=O)N2CCCCC2)c1=O
  14	0.7	1.4	5	-2	x	4	27	-4	1688	-16
CC(=O)c1cc(F)c(N2CCCCCC2)cc1C
  16	0.4	-1.0	3	-1	0.0054	3	x	-4	1550	-5
CCOc1ccccc1N1CCN(S(=O)(=O)CC)CC1
  -4	-2.0	0.3	-1	-4	x	19	1	-7	1470	0
Cc1nc(SCC(=O)Nc2c(C)n(C)n(-c3ccccc3)c2=O)[nH]c(=O)c1C
  -7	1.2	x	0	x	x	x	x	-5	1481	3
Cc1c(NC(=O)CSc2nnc3sc4ccccc4n23)c(=O)n(-c2ccccc2)n1C
  -7	2.5	-0.3	0	-8	x	4	-26	0	1334	-12
Cc1nnsc1C(=O)NC(C)c1ccccc1 (stereo not drawn)
  -1	0.1	-0.1	-4	-3	0.82	3	-24	-9	1576	0
COCCn1c(SCC(=O)N2CCCC2)nnc1C(C)C
  7	0.6	-0.6	-3	-3	x	9	-18	-5	1644	9
COc1ccccc1C(=O)N/C(=C/c1cccc([N+](=O)[O-])c1)C(=O)Nc1cccc(C(=O)O)c1
  2	-1.0	4.5	9	-2	-0.49	11	-26	-3	1638	0
CS(=O)(=O)c1cccc(C(=O)NC(c2ccccc2)c2ccccc2)c1
  -8	0.3	0.1	-6	-4	0.7	2	x	2	1503	-7
O=C1CC(c2ccccc2)CC(O)=C1C=NCCCO (stereo not drawn)
  7	2.5	-1.1	0	2	x	8	-3	-7	1426	5
COc1ccc(-c2cc3nc(-c4ccccc4)cc(N4CCC(O)CC4)n3n2)cc1
  5	-0.2	-1.6	-1	-3	-0.2	-3	3	38	1524	7
O=C(NCCNC(=O)c1cccs1)c1ccco1
  3	0.0	0.3	2	1	0.09	2	x	-6	1650	-7
CCCn1c(=O)c2ccccc2n2c(SCC(=O)c3ccccc3)nnc12
  3	-0.4	3.9	4	-4	0.35	6	13	12	1638	-7
COc1cc(C2Nc3ccc4ncccc4c3C3=C2C(=O)CCC3)ccc1O (stereo not drawn)
  11	-0.5	1.7	6	-1	x	1	-13	-3	1731	2
COc1cc(-c2n[nH]c(=S)n2-c2cc(C(F)(F)F)ccc2Cl)cc(OC)c1OC
  5	-0.3	1.4	4	-2	0.51	21	0	1	1517	1
O=S(=O)(c1ccc(N2CCOCC2)cc1)N1CCOCC1
  3	0.3	0.6	5	1	0.48	3	-6	-1	1472	-5
